Source: PubChem BioAssay
Arr AP2 block: inhibitors of human beta-arrestin and AP2 interaction. FITC-arrestin peptide / GST-AP2 beads, flow cytometry; AP2 beta2 appendage carries R879A mutation. AID 504490. inhibition, % at 10 µM. 340,000 compounds, 0.31% hits;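 active means inhibition above a set limit, near 3 SD of compounds lacking own fluorescence, cut at about 54% in these data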;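 further: plate controls were DMSO wells for no effect and 5 µM unlabelled arrestin peptide for full effect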
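System: GST-AP2 R879A bound to glutathione beads, E. coli-expressed. Also added: 50 nM FITC-arrestin peptide. Schedule: compound with beads 12 min RT, then probe 1 h RT. Signal: bead flow cytometry, FITC channel. Read-out basis: percent response.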
DAGLB inh: blocks human DAGLB lipase activity; HEK293T DAGLB membrane lysate, EnzChek fluorogenic substrate; inhibition, % at 5.17 µM; 340,000 compounds, 0.059% hits; AID 504411; in the data active means inhibition above about 34%;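 further: 0% = enzyme with vehicle and 100% = wells lacking enzyme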
Target sequence (Q8NCG7 whole entry, looked up): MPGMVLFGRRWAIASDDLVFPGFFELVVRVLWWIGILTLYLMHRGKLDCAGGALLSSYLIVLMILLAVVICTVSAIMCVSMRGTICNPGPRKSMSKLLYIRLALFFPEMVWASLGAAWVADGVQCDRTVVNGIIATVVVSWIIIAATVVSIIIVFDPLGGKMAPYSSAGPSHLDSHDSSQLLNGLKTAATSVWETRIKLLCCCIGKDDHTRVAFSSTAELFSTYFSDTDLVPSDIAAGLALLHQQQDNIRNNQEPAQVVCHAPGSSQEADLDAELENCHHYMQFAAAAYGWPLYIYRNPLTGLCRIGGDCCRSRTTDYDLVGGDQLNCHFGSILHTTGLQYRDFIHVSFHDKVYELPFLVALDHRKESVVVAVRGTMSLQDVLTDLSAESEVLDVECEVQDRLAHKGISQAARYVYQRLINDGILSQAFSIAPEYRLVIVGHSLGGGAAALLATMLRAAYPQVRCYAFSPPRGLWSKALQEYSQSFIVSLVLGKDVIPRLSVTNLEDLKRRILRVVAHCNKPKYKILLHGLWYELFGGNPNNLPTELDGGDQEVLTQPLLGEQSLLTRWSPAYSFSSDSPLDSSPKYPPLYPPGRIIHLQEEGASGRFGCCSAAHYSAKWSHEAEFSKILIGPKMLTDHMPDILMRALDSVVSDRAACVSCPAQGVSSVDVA
NSD2 HMT inh: inhibitors of human histone methyltransferase NSD2; O96028; NSD2 peptide methylation, AlphaScreen, 120 min; inhibition, % at 12.5 µM; 310,000 compounds, 0.54% hits; in the data active means inhibition above about 50%
RTF Ca sens inh: cardiac RTF calcium desensitization; P19429+P45379; IANBD-labeled cardiac RTF, Ca2+ fluorescence; inhibition, % at 7.15 µM; 340,000 compounds, 0.12% hits;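 active means inhibition above the mean inhibition of all tested compounds plus 3 SD, cut at about 17% in these data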;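 further: assay run at fixed EC70 calcium of 1.6 mM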
CAL PDZ FP-1: human CAL PDZ-peptide interaction inhibition; Q9HD26; purified CAL PDZ, TMR-peptide fluorescence polarization, 1 h; inhibition, % at 20 µM; 330,000 compounds, 0.02% hits; AID 504414;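 active means highest replicate inhibition of at least 40%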;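 further: plate controls were DMSO neutral control wells for no effect and unlabeled competitor peptide control wells for full effect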
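System: tagged CAL PDZ domain. Schedule: 1 h room-temperature incubation prior to read. Signal: fluorescence polarization (mP). Measure: percent inhibition from loss of millipolarization.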
C-LANA FP: inhibitors of KSHV LANA C-terminal domain DNA binding | MBP-C-LANA/FAM-LBS DNA binding, fluorescence polarization | 340,000 compounds, 0.078% hits | inhibition, % at 9 µM | AID 504423;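 active means highest replicate inhibition at or above 60% at 9 µM, even if other replicates fall short; inactive means all replicates below 60% inhibition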;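 further: 0% = neutral control wells and 100% = 4 µM acridine orange control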
Keap1 Nrf2 FP: inhibitors of human Keap1-Nrf2 protein-protein interaction | inhibition, % at 9.4 µM | Q14145 | Keap1 Kelch-Nrf2 peptide fluorescence polarization, 1536-well | 340,000 compounds, 0.15% hits; in the data active means inhibition above about 12%; inconclusive means no clear call, values can overlap the other calls; inactive means below about 7.3%;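 further: human Keap1 Kelch domain with fluorescein labeled Nrf2 9mer peptide probe; 0% = neutral control wells and 100% = peptide positive control; higher means more block of Keap1 binding to Nrf2 peptide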
Pemphigus Ab inh: human desmoglein-3 autoantibody binding inhibition | DSG3-coupled beads, scFv-anti-DSG3-GFP binding, flow cytometry; active compounds read low | AID 588358 | binding (percent of control), % at 10 µM | 310,000 compounds, 0.48% hits | P32926;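 active means binding more than 3 SD below its plate's average and above zero; inconclusive means below that plate limit but binding exactly zero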;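 further: hits lower antibody fragment binding to DSG3; some compounds called inactive have numbers as strong as hits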
V-ATPase pH: alters yeast V-ATPase proton transport | 350,000 compounds, 0.37% hits | response, % at 10 µM | S. cerevisiae, pHLuorin cytosolic pH fluorescence | AID 504577; in the data active means response mostly above about 7.3%, no sharp cut-off; inactive means mostly below about 5.4%; further: actives read high; inactives centre near 0; some compounds called inactive have numbers as strong as hits; reference of the scale not given here
CAL PDZ FP-2: blocks peptide binding to the human CAL PDZ domain | Q9HD26 | purified CAL PDZ, TMR-peptide fluorescence polarization, 1 h | inhibition, % at 24.9 µM | 300,000 compounds, 0.92% hits | AID 602252;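 active means mean inhibition of at least 30% with at least half of replicates also reaching 30%; inconclusive means no clear call, values can overlap the other calls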;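 further: 0% = DMSO neutral control and 100% = excess unlabeled competitor peptide PRC23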
* hit, by the source's call; u = inconclusive; x = no result given.

SMILES	Arr AP2 block	DAGLB inh	NSD2 HMT inh	RTF Ca sens inh	CAL PDZ FP-1	C-LANA FP	Keap1 Nrf2 FP	Pemphigus Ab inh	V-ATPase pH	CAL PDZ FP-2
CCN1CCN(S(=O)(=O)c2ccc(Cl)c(C(=O)Nc3ccccc3N3CCCC3)c2)CC1	6.8	-0.2	8.8	-1.6	-2.2	0.3	-6.8	102.6	-1.3	-2.4
Clc1cc2nc[nH]c2cc1Cl	3.4	-5.1	-0.3	-16.6	-3.6	-1.4	-1.4	x	-1.1	-2.2
CC(C)[C@H](NC(=O)c1cc2cc(Cl)ccc2n1C)C(=O)N1CCC(C(=O)O)CC1	-9.6	4.7	10.2	-5.5	-0.4	1.1	-0.7	95.3	0.6	-0.7
COc1ccc(C(=O)CCS(=O)(=O)c2ccc(F)cc2)cc1OC	31.5	-2.2	-1.7	-5.0	-1.6	1.2	-99.6	x	-3.9	-6.9
O=C1NCN(c2ccccc2)C12CCN(CCCC(c1ccc(F)cc1)c1ccc(F)cc1)CC2	7.3	1.9	x	13.8	-2.1	-0.4	0.8	x	7.7	-1.0
COc1ccc(NC(=O)c2ccc(-c3ccc(-c4noc(C)n4)cc3C)cc2)cc1N1CCN(C)CC1	-6.9	-0.2	x	8.0	-2.1	-0.1	-0.2	112.5	2.0	0.6
Cn1c(SCC(=O)c2ccccc2)ncc(C(=O)Nc2ccc(F)cc2)c1=O	-1.8	-0.5	-0.7	3.6	-0.4	-0.8	-5.0	98.3	-1.7	-9.6
CCOc1ccc(Nc2nc(N)nc(CSC(=S)N3CCN(c4ccccc4)CC3)n2)cc1	-2.9	0.5	-2.0	-3.4	-0.7	-0.4	-1.2	x	-2.2	-1.8
O=C(c1ccc(Oc2ccc(C(F)(F)F)cn2)cc1)N1CCN(c2ccccc2)CC1	-1.5	-4.9	-0.6	0.6	0.4	1.2	-0.6	99.7	2.7	-4.3
Cc1csc(NC(=O)CSc2nnc(-c3ccoc3C)o2)n1	-7.1	-0.2	-5.6	-10.1	-0.8	0.2	-3.8	101.2	3.4	-1.6
Cc1noc(NS(=O)(=O)c2ccc(N/C=C\C(=O)c3cccs3)cc2)c1C	31.7	0.8	6.2	0.1	-3.2	-0.1	-2.0	106.2	0.7	-1.4
Cc1cc(C(c2ccc(C)o2)c2ccc(C)o2)c(O)c([N+](=O)[O-])c1	-1.5	4.7	-2.2	-3.0	0.5	1.7	2.0	99.9	3.1	-1.5
CCc1ccc(CNC(=O)Cc2ccc(NC(=O)C3=C(C)OCCS3)cc2)cc1	16.4	2.9	-2.7	1.4	-2.1	0.6	-0.6	98.1	-3.7	-1.9
CCOC(=O)C1=NNC(C(=O)c2ccc(Cl)cc2)C1c1ccc(OC)cc1 (configuration not stated)	21.0	-3.8	-0.5	3.0	-2.2	-1.0	-2.2	86.2	-4.1	-3.7
CCN1C(=O)N[C@@H](c2ccco2)C(C(=O)OC)=C1C	5.5	-1.0	x	-3.5	-0.1	0.5	-6.2	107.6	-0.8	-2.5
CC(C)C(=O)Nc1ncc(C(F)(F)F)cc1Cl	-3.2	0.7	-0.3	-5.2	x	-0.7	-3.5	106.0	2.2	0.9
CCOc1ccc(NC(=O)CN(c2cc(C)cc(C)c2)S(=O)(=O)c2c(C)noc2C)cc1	22.9	-11.8	x	-3.4	-0.2	0.6	-3.8	107.6	-3.8	-4.7
CCOC(=O)CSc1nc2c(sc(=S)n2CCc2ccccc2)c(=O)n1Cc1ccco1	33.4	-3.5	13.6	-1.0	-1.7	0.0	4.2	100.0	-4.9	2.6
Cc1nnc(SCC(=O)c2c(N)n(C3CC3)c(=O)[nH]c2=O)n1-c1ccccc1	-10.6	0.7	-1.6	4.1	0.2	0.5	4.4	108.9	-0.9	2.5
O=C(NCCCN1CCN(Cc2ccccc2)CC1)c1nnc(Cc2c(F)cccc2Cl)o1	-1.5	1.4	0.2	-4.0	-0.7	0.3	-4.5	103.6	-1.1	x
Cc1ccc(C(=O)NC(=S)NNC(=O)COc2ccc([N+](=O)[O-])cc2)cc1	20.3	0.8	-0.5	-5.1	-1.9	1.2	-0.9	93.9	0.9	0.5
COCCN(CCOC)c1nc(N)c2c(N)nc3c(c2c1C#N)CC(=O)N3Cc1ccc(Cl)cc1	4.7	4.9	-7.7	10.2	0.0	0.2	-1.9	99.9	-5.7	-8.7
Cc1ccc(-n2nnnc2C(=Cc2ccc(N(C)C)cc2)c2nnnn2-c2ccc(C)cc2)cc1	-1.9	-1.1	-1.8	-0.6	-1.9	0.4	u	110.0	0.0	0.0
CN(C)C(=O)CSc1nnc(C23CC4CC(CC(C4)C2)C3)o1	-6.4	0.6	1.5	-5.7	-2.1	1.0	-2.4	98.7	-2.7	x
COCC(=O)Nc1ccc(S(=O)(=O)Nc2cc(C)nc(C)n2)cc1	29.6	-3.0	-1.4	-11.6	0.7	-1.0	-2.5	109.0	-2.0	0.5
O=c1[nH]c2ccccc2c(=O)c2ccccc12	x	-2.8	-1.1	x	x	x	x	102.0	2.0	x
O=C(Nc1ccccc1C(=O)N1CCCCC1)c1ccco1	11.3	-0.8	-7.1	1.4	-2.7	-1.4	1.8	104.6	-0.5	-4.2
CC(=O)Nc1nnc(CCN2CCCCC2)s1	-6.7	-1.6	-0.4	3.6	-2.5	-0.1	-6.9	95.5	-4.6	-2.8
CC12CCC(C(=O)C1)C1(C)CCCC(=O)C21 (configuration not stated)	-0.7	-0.2	1.8	-7.5	-0.3	-3.0	0.7	85.8	-6.2	-0.6
Cc1ccc(CNC(=O)c2ccc3c(=O)[nH]c4c(C(=O)NCC5CCCO5)sc(=S)n4c3c2)cc1 (configuration not stated)	4.6	7.0	14.0	-8.0	1.0	3.2	-2.4	x	0.1	-2.7
CC1(C)NC(=O)N(CCCOc2ccc3c(c2)CCC3)C1=O	-0.1	-4.1	15.8	-1.4	-2.6	-0.5	-7.0	108.6	0.5	x
O=C(CN1CCN(Cc2ccccc2Cl)CC1)N/N=C/C=C\c1ccccc1[N+](=O)[O-]	-0.8	-1.0	x	6.9	-3.7	1.6	-2.1	109.9	1.4	-4.6
C#CCOCCOCCOCCNc1nc(N2CCN(C(=O)[C@H]([C@@H](C)CC)n3cc(CCCN=C(N)N)nn3)CC2)nc(N2CCN(C(=O)[C@H](Cc3ccc(O)cc3)n3cc(CCO)nn3)CC2)n1	1.9	2.6	x	-6.8	-0.4	0.1	-3.2	x	-5.0	4.6
Cc1ccc(N/N=C(\C#N)C(N)=S)c(C)c1	56.8*	5.2	9.0	6.0	0.1	-7.7	4.1	95.7	1.8	-1.9
COC(=O)c1ccc(C)c(NC(=O)CCc2cc(OC)c(OC)c(OC)c2)c1	-7.1	2.4	-3.8	9.9	-1.1	-1.9	2.8	126.1	-2.9	-0.3
COc1ccc(S(=O)(=O)N(CCCN2CCOCC2)Cc2cccc3ccccc23)cc1	3.6	3.9	-8.0	-8.6	-0.9	-0.9	-3.7	105.9	2.4	-1.6
CCn1c2ccccc2c2nnc(SCc3ccc(C(=O)OC)o3)nc21	-13.1	-5.8	-2.3	-10.0	-5.3	-1.8	1.5	118.0	-1.9	-8.4
CCOC(=O)C1=C(Nc2ccc(OC)cc2)C(N)=NC1=N	x	-3.1	-2.1	x	x	x	x	100.2	-2.0	x
N#Cc1c(-c2cccs2)nc(SCc2ccc(Cl)cc2)[nH]c1=O	3.3	13.9	-6.6	-11.4	x	1.3	-3.4	102.9	-2.0	-7.1
O=C(CSC(=S)N1CCOCC1)Nc1nccs1	19.6	-0.3	x	-11.4	-1.6	-1.8	3.5	96.2	0.6	-5.2
COc1ccc(C(=O)N/N=C(\C)CC(=O)Nc2cccc(C(F)(F)F)c2)cc1	40.0	-2.1	-2.8	4.9	-0.5	3.1	4.1	x	4.0	-3.7
Cc1ccc(NC(=O)C(=O)NCc2ccncc2)cc1	-10.7	1.7	4.3	-3.3	-0.7	0.6	0.3	108.8	1.5	x
O=C(CCn1c(=O)oc2cc(Cl)ccc21)Nc1ccc(N2CCOCC2)cc1	-2.7	0.9	1.2	-9.3	0.2	0.1	-2.9	100.7	2.5	-4.0
CC(Sc1nc(N)cc(=O)[nH]1)C(=O)NC1CCCCC1 (configuration not stated)	-3.5	-2.2	-1.2	-6.2	-3.0	0.7	-3.8	106.3	-2.2	26.3
CCOC(=O)c1oc2ccccc2c1NC(=O)c1ccc(Cl)s1	1.7	-18.4	x	-5.2	-0.4	-1.7	-4.5	102.7	-2.9	x
CCCOP(=O)(OCCC)c1c([N+](=O)[O-])cc(C(F)(F)F)cc1[N+](=O)[O-]	15.1	-1.6	3.3	-3.0	1.9	0.8	-2.6	102.3	-3.0	-0.6
Cc1ccc(-n2cc[nH]c2=S)c(C)c1	6.2	x	9.5	x	0.2	0.2	-2.3	115.4	1.0	3.3
CSc1ccc(CN(C)C(=O)CNC(=O)c2ccc3c(c2)OCO3)cc1	37.4	-3.5	-1.2	7.2	0.2	-1.4	-1.1	122.5	-2.1	-0.3
CN(C)c1nc2c(N)ncnc2n1C1OC(CO)C(O)C1O (configuration not stated)	-6.6	-4.7	-0.7	-5.1	0.5	0.2	-6.1	93.9	-1.1	0.9
CCOc1ccc(NC(=S)NCc2ccc3c(c2)OCO3)cc1	-7.7	-6.2	0.2	-7.7	0.4	-1.7	4.9	106.7	-1.8	x
CC(C)(C)c1ccc(NC(=S)NCc2cccnc2)cc1	26.1	-0.4	0.8	-2.0	0.2	0.1	-5.3	95.6	-3.0	-0.2
CSc1cccc(NC(=S)N2CCCN(Cc3cccc(Cl)c3)C2)c1	9.9	-1.4	-16.0	-1.9	0.1	0.0	-3.0	103.0	-1.0	-5.1
Cn1cc(/C=C(\NC(=O)c2ccccc2)C(=O)N2CCOCC2)c2ccccc21	5.2	0.4	3.2	7.6	-2.4	-1.4	-3.8	100.1	3.1	-2.0
CCOC(=O)C1CCCN(S(=O)(=O)c2ccc(OC)c3ccccc23)C1 (configuration not stated)	-3.2	-4.8	-1.6	-7.9	-1.1	0.2	0.3	x	2.4	8.4
C=CCNCCCOc1ccc(Cl)cc1C(C)(C)C	-4.2	1.1	19.1	-7.5	-2.0	1.2	-2.5	100.9	-0.1	-4.1
Cc1nc(N)c(C#N)c(-c2ccccc2)c1C	24.8	-2.5	0.2	-2.1	-0.6	-1.2	3.0	97.4	-3.3	x
Cc1cccc(N2CCN(C(=O)c3csc4ccccc34)CC2C)c1 (configuration not stated)	-1.9	-7.7	1.5	-8.6	-0.7	1.2	-1.1	103.5	0.5	-4.6
Cc1ccc(-c2nc(C(Cl)Cl)c3ccccc3n2)cc1	28.9	-10.1	-7.6	-4.9	-1.5	-1.2	1.1	86.7	-0.7	-2.6

An excerpt (hit frequency here may not be typical).
